# PABP1 MLLE inh = inhibitors of PABP1 MLLE–PAM2 peptide binding, primary screen, biochemical, fluorescence polarization, FITC-PAM2, GST-MLLE; AID 588489, 2011; actives 0.36% (n = 360,000); inhibition, % at 20 µM; Polyadenylate-binding protein 1 (Homo sapiens), P11940; in the data active = inhibition above about 35%, passing the limit was not always enough;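 also: plate controls were DMSO wells with GST-MLLE for no effect and wells lacking GST-MLLE protein for full effect; some results filed as inactive read as strong as hits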
# Target sequence (P11940 whole entry, looked up): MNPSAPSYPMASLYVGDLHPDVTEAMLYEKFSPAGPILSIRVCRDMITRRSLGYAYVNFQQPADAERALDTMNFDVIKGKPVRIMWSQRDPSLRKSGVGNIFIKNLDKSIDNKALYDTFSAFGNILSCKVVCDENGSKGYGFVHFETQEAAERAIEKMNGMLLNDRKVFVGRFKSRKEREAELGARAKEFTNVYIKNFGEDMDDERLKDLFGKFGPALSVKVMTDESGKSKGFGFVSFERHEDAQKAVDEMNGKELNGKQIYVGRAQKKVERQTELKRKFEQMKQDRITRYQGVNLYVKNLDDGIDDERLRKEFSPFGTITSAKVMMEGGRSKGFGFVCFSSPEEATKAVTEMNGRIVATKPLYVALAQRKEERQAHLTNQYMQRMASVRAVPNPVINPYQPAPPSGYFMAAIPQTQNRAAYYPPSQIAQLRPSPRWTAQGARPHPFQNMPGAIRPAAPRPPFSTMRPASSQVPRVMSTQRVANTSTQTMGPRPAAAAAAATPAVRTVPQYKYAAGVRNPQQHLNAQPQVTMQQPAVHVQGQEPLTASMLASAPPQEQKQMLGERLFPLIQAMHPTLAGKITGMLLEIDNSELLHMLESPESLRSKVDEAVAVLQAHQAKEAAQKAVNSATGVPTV
# Rin1 Abl inh = inhibitors of Rin1-Abl protein binding, primary screen, biochemical, TR-FRET; Tyrosine-protein kinase ABL1 (Homo sapiens) + Ras and Rab interactor 1 (Homo sapiens), …; inhibition, % at 7.35 µM; actives 0.4% (n = 360,000); AID 588664, 2011; in the data active = inhibition above about 5%, passing the limit was not always enough
# FAS-TE inh = FAS thioesterase domain inhibitors, primary screen, biochemical, fluorescence intensity, uHTS; inhibition, % at 15 µM; recombinant FAS-TE, OMFH fluorogenic substrate, fluorescence endpoint; actives 0.67% (n = 360,000);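 active = compounds whose normalised, plate-corrected inhibition of enzyme fluorescence in the single-dose primary screen is 50% or more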;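 also: 0% = DMSO with enzyme and 100% = substrate without enzyme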
# MsrA act = bovine MsrA enzyme activators, primary screen, biochemical, absorbance, HTS; Methionine sulfoxide reductase A (Bos taurus); purified bovine MsrA, absorbance read-out; activation, % at 10.6 µM; actives 0.3% (n = 360,000); AID 602163, 2012; in the data active = activation above about 7.5%;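 also: 0% = vehicle and 100% = reference activator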
# eLon inh = inhibitors of E. coli Lon protease, primary screen, biochemical, fluorescence polarization; P0A9M0; purified E. coli Lon protease; inhibition, % at 7.94 µM; actives 0.42% (n = 360,000); AID 602123, 2011; in the data active = inhibition above about 13%, passing the limit was not always enough;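 also: 0% = enzyme with probe and DMSO and 100% = no enzyme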
# MT1-MMP act inh = blockers of MT1-MMP proenzyme processing, primary screen, HT1080 RFP-PRO-GFP cells, GFP/RFP fluorescence | GFP/RFP ratio change, % at 20 µM | GFP/RFP ratio fluorescence, overnight; percent of plate control window, DMSO zero | actives 0.061% (n = 360,000) | Matrix metalloproteinase-14 (Homo sapiens), P50281 | AID 651647, 2012;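 active = GFP/RFP ratio change of at least 30% with cell ATP level not reduced by more than half and red fluorescence within 50% of control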; also: strong numbers were not always called active
#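 Test system: HT1080 RFP-PRO-GFP cells; Benchmarks: DMSO and RFP-L50D-GFP cell wells; Timing: cells overnight before dosing, compound overnight, 37 °C, 5% CO2; Compound: one 20 µM compound dose with 1% DMSO; Read-out: GFP/RFP fluorescence ratio.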
# Rpn11 block = Rpn11 (PSMD14) deubiquitinase inhibitors, primary screen, biochemical, fluorescence polarization, uHTS. 26S proteasome non-ATPase regulatory subunit 14 (Homo sapiens), O00487. human 26S proteasome, Ub4-pepOG fluorescence polarization; 20S core pre-blocked with epoxomicin. calls only at 20 µM. actives 0.59% (n = 360,000). AID 588493, 2011;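 active = inhibition at 20 µM, scaled to each plate's controls, above about 33%, limit read from the data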
# CSN inh = inhibitors of CSN-mediated cullin deneddylation, primary screen, biochemical, fluorescence polarization, uHTS; inhibition, % at 12.5 µM; AID 651999, 2013; Purified CSN, SCF-Nedd8-OG deneddylation; COP9 signalosome complex subunit 5 (Homo sapiens), Q92905; actives 0.38% (n = 360,000);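 active = pattern-corrected inhibition above about 35%, with an unprinted fluorescence ratio check between 0.5 and 1.5, limit read from the data, passing the limit was not always enough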;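 also: 0% = enzyme with substrate and 100% = substrate without enzyme; some results filed as inactive read as strong as hits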
# Target sequence (Q92905 whole entry, looked up, one chain of several): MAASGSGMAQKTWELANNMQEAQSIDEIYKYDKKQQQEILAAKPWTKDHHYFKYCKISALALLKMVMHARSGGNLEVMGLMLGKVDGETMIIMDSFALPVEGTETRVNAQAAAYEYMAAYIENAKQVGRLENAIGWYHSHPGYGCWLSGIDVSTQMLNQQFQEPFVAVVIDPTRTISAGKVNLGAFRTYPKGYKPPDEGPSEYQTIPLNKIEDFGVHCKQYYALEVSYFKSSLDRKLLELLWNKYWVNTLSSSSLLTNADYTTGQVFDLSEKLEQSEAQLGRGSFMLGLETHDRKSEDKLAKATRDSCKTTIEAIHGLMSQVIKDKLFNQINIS
#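 assay system = purified human Csn5 enzyme expressed in HEK293T cells | amount = 0.24 nM enzyme | buffer or medium = Tris/NaCl/DTT buffer, pH 7.5 | reagent = 10 nM SCFSkp2-Nedd8OG | compound = one concentration, 12.5 µM, 0.25% DMSO | times = 90 min reaction at room temperature | signal = FP | read-out basis = % inhibition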
# MsrA inhibitor = bovine MsrA enzyme inhibitors, primary screen, biochemical, absorbance, HTS; Methionine sulfoxide reductase A (Bos taurus); purified bovine MsrA, absorbance read-out; inhibition, % at 15.5 µM; actives 0.75% (n = 360,000); in the data active = inhibition above about 4.5%;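 also: 0% = vehicle wells with enzyme and 100% = reference inhibitor wells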
# The depositor's hits bear a star; i = inactive; / = no result given.
SMILES,PABP1 MLLE inh,Rin1 Abl inh,FAS-TE inh,MsrA act,eLon inh,MT1-MMP act inh,Rpn11 block,CSN inh,MsrA inhibitor
Cc1ccc(/C=N/NC(=O)c2cc(C)oc2C)cc1,4,1,-3,-3,2,0,i,3,1.7
Cc1cc2c(cc1C)/C(=N/NC(=O)c1ccccn1)CCC2,-3,1,2,-1,-5,5,i,-2,-0.1
COc1ccc(N2C3=C(CC4=C2CC(C)(C)CC4=O)C(=O)CC(C)(C)C3)cc1,36,0,-7,0,8,-43,i,-2,-0.6
Cc1ccc(S(=O)(=O)O/N=C2\CCCc3ccccc32)cc1,-3,2,5,-2,-6,9,i,-4,-0.5
O=C(OC1CCOC1=O)c1ccc(NS(=O)(=O)c2cccs2)cc1 (stereo not given),-5,2,-4,-2,1,-1,i,1,-1.0
CCN1C(=O)/C(=C/c2cnn(CC)c2C)SC1=S,1,-1,7,-5,-3,-4,i,-6,-0.9
COc1ccc(C(C)NC(=O)c2ccc([N+](=O)[O-])cc2)cc1OC (stereo not given),9,3,-6,-4,-8,-5,i,4,-0.1
Cc1c(NC(=S)NC(NC(=O)CC(C)C)C(Cl)(Cl)Cl)c(=O)n(-c2ccccc2)n1C (stereo not given),-3,-1,-10,-3,-5,-3,i,-9,0.3
COCCOC(=O)c1c(C)oc2ccc(OCc3cc(C(=O)OC)oc3C)cc12,-4,-2,17,-2,11,0,i,2,-0.7
Cc1cc(NC(=O)CCCn2cc([N+](=O)[O-])cn2)n(Cc2ccc(F)cc2)n1,-12,-3,5,-4,1,-2,i,-3,-0.6
CC(=O)Nc1ccc(NC(=O)c2ccccc2Sc2ccc([N+](=O)[O-])cc2Cl)cc1,4,-4,20,-3,3,-5,i,4,2.4
O=C(NCCc1ccccc1)Oc1ccc(Cl)cc1,1,2,2,-2,-1,0,i,-2,-1.0
CN(CCCC1CCCC1)C(=O)c1cc(COc2ccc(F)c(F)c2)on1,-2,-1,18,-6,9,3,i,0,-0.1
Cc1onc(-c2ccccc2)c1C(=O)NC(C)C,-9,-5,-6,-2,-1,1,i,-6,0.3
CCCCCCC(O)(c1ccc(OC)cc1)C(CN1CCOCC1)c1ccccc1 (stereo not given),15,-2,24,-7,1,-49,i,-4,0.2
CCO[C@@H]1OC(C(=O)O)=C[C@H](c2cn(C(C)=O)c3ccccc23)[C@H]1CCCO,0,3,-12,-7,2,4,i,-1,-0.6
CCOc1ccc2cc(C3CC(c4ccco4)=NN3S(C)(=O)=O)c(Cl)nc2c1 (stereo not given),-5,1,7,-2,7,-7,i,4,0.5
Cc1cccc(CCNC(=O)c2cccc(NC3=NC4CS(=O)(=O)CC4S3)c2)c1 (stereo not given),-106,0,-3,-2,-8,3,i,-2,0.3
COCC(C)NCc1ccccc1C (stereo not given),3,0,-7,-4,-8,-2,i,0,-1.5
COC(=O)NC1(C(F)(F)F)C(=O)NC(C)=C1C(=O)OC (stereo not given),12,4,0,-1,2,-5,i,6,-0.1
O=C(C(=O)N1CCN(C(=O)c2ccco2)CC1)c1c[nH]c2ccccc12,10,-3,-4,-1,-2,-7,i,5,0.5
Cc1ccc(NC(=O)CCc2ccc(S(=O)(=O)N3CCOCC3)cc2)c(C)c1,-8,-1,-8,-2,5,2,i,6,0.3
CCOc1ccc(/C(O)=C2/C(=O)C(=O)N(c3ccccn3)C2c2ccc(Cl)cc2)c(C)c1 (stereo not given),7,-5,5,-9,0,1,i,3,1.4
CCC(C)(C(=O)NC1CCCC1)N(C(=O)CNC(C)=O)c1ccc(C)cc1 (stereo not given),7,-1,-7,-7,-3,8,i,-3,-0.9
Cn1ncc(C(=O)N=S(C)(=O)c2ccccc2)c1[N+](=O)[O-] (stereo not given),12,4,0,-2,-15,-2,i,4,0.6

# Continued:
SMILES,PABP1 MLLE inh,Rin1 Abl inh,FAS-TE inh,MsrA act,eLon inh,MT1-MMP act inh,Rpn11 block,CSN inh,MsrA inhibitor
CCC(c1nnnn1Cc1ccco1)N(CCN1CCOCC1)Cc1cc2cc(C)ccc2[nH]c1=O (stereo not given),-2,-3,-6,-2,-1,-9,i,5,1.3
O=C(Nc1ccc(C(=O)NCc2ccc(F)cc2)cc1)C1=CSCCO1,4,2,-2,-2,-6,9,i,-5,0.9
Cc1cc(OCC(O)CN)ccc1Cl (stereo not given),12,0,-7,-9,4,0,i,1,2.8
COCCNC(=S)Nc1cc(S(=O)(=O)N2CCOCC2)ccc1N1CCCCC1,21,2,2,-7,-7,1,i,-4,2.4
CCn1cc(S(=O)(=O)Nc2cc(C)ccc2F)cn1,5,2,-3,-3,-12,2,i,0,-0.5
COc1ccc(N2C(=O)C3CCCN3C2c2cccs2)cc1 (stereo not given),-1,7.8*,-7,-3,3,2,i,1,0.0
O=C(C1CCN(S(=O)(=O)c2cccc3nsnc23)CC1)N1CCn2c1nc1ccccc12,-8,-2,18,-2,1,5,i,2,/
CCCCC(=O)NC(c1ccc(OC)c(OC)c1)c1ccc2cccnc2c1O (stereo not given),5,0,7,-3,4,12,i,3,-0.3
Cc1cccc(NC(=O)C2CCCN2/C=C/C(=O)C(F)(F)F)c1C (stereo not given),-1,-4,-5,-4,1,1,i,-10,3.8
Cc1cc(C)c2sc(NNC(=O)C3COc4ccccc4O3)nc2c1 (stereo not given),-12,-2,5,-1,-4,5,i,-2,-0.4
O=C(COC(=O)c1cnccn1)NCc1ccc2c(c1)OCO2,-16,-3,-4,-1,7,2,i,3,0.3
CCOC(=O)c1cc(CC)sc1NC(=O)c1cccc(N2C(=O)CCC2=O)c1,0,-1,-2,0,-5,3,i,0,2.6
Cc1ccc(NC(=O)COC(=O)c2ccc(-n3nc(C)cc3C)cc2)c(F)c1,7,3,6,-4,2,3,i,-1,0.2
Nc1ccccc1SC1CC(=O)N(Cc2ccccc2)C1=O (stereo not given),28,0,-3,-4,-7,-3,i,6,0.3
Cn1c(=O)oc2cc(S(=O)(=O)NCCC(=O)NCc3ccccc3Cl)ccc21,-3,0,-7,-7,5,0,i,2,-0.7
CCOc1ccccc1N=Nc1c(C)[nH]n(C(N)=S)c1=O,10,-1,-8,-3,0,-6,i,-1,1.3
COc1ccc(C2=NOC(Cn3nc(-c4ccccc4)cc3C(=O)NCc3cccs3)C2)cc1 (stereo not given),-3,3,18,-10,8,2,i,-7,0.9
COc1ccc(NC(=S)c2ccc3ccccc3n2)cc1,38*,-1,17,-2,0,-6,i,6,/
COc1ccc(NC(=O)Cc2csc(NC(=O)Nc3ccccc3OC)n2)c(OC)c1,-3,0,4,-3,-5,1,i,0,-0.2
Cc1c(C(=O)COC(C)(C)C)[nH]c2ccccc12,-5,-2,0,-4,-13,0,i,0,0.7
Cc1ccc(S(=O)(=O)N(C)C[C@@H]2Oc3ccc(NC(=O)Nc4cccc5ccccc45)cc3C(=O)N([C@H](C)CO)C[C@H]2C)cc1,-11,-1,67*,-2,-1,-1,i,-1,1.4
O=C(CCc1ccccc1)Nc1cccc([N+](=O)[O-])c1,9,4,26,-3,1,2,i,-12,0.4
Cc1ccc(NC(=O)CSC2=NN3CCCC(=O)N=C3S2)c(C)c1,-12,-3,2,-2,2,1,i,4,-0.3
CCN(CC)c1ccc(C(=C2C=CC(=[N+](CC)CC)C=C2)c2ccccc2)cc1,15,4,82*,-3,11,-34,i,-3,-0.7
O=C(NC(CC(=O)N1CCN(c2ccc([N+](=O)[O-])cc2)CC1)c1ccccc1)c1ccccc1Cl (stereo not given),-39,-2,14,-9,0,0,i,-10,-0.3

# The list goes on:
SMILES,PABP1 MLLE inh,Rin1 Abl inh,FAS-TE inh,MsrA act,eLon inh,MT1-MMP act inh,Rpn11 block,CSN inh,MsrA inhibitor
CSc1sc(C(=O)NN)c2c1C1(CCC2)SCCS1,-13,0,-2,-3,-3,-2,i,-6,0.6
Cc1cc(C)c(S(=O)(=O)/N=C2\C=C(NS(=O)(=O)c3ccccc3)C(=O)c3ccccc32)c(C)c1,2,1,11,1,-14,41*,i,-3,-0.1
Cc1sc2ncn(CC(=O)NCCCC(=O)N3CCC(C(N)=O)CC3)c(=O)c2c1C,1,4,-4,-2,1,1,i,-4,0.0
COc1ccc(/C(N)=N/O)c(OC)c1,2,-2,-17,-10,8,2,i,-3,-0.3
CCCN1CNC(=S)N(c2ccccc2C)C1,-73,-4,-3,0,3,0,i,-7,-0.4
Cc1nn(-c2ccccc2)c(C)c1CNC(=O)c1ccc(S(=O)(=O)NCc2ccco2)cc1,8,1,10,-2,-4,0,i,-4,-0.2
CC(C)CC1=NN(C(=O)c2ccncc2)C(O)(C(F)(F)F)C1 (stereo not given),13,1,-7,-3,-3,-1,i,4,0.3
O=C(NCc1cccc(C(F)(F)F)c1)c1c[nH]c(=O)s1,-6,1,-2,-9,-2,-2,i,1,0.0
O=C(Cn1cnc2c(cnn2-c2ccccc2)c1=O)NCc1ccccc1,-15,2,-5,0,-7,3,i,1,-0.4
Cc1cc2ccccc2n1CCNC(=O)c1ccc(S(=O)(=O)N2CCCCC2)cc1,9,-2,5,1,1,24,i,3,0.6
CCO[C@H]1OC(C(=O)NCc2ccccc2)=C[C@@H](c2ccc(C(F)(F)F)cc2)[C@@H]1CCCO,8,1,26,2,-16,-2,i,-1,0.1
Cc1ccc(-n2c(=S)[nH]c3sc4c(c3c2=O)CCC4)cc1,27,2,-3,-2,6,5,i,-3,4.0
Cc1ccc(C)c2[nH]c(=O)c(C(c3nnnn3C(C)(C)C)N3CC=C(c4ccc(F)cc4)CC3)cc12 (stereo not given),-33,-2,3,-3,-12,-48,i,2,1.4
CCCC(CC)Sc1nc2c([nH]1)c(=S)n(C)c(=O)n2C (stereo not given),-141,-1,3,-5,-23,7,i,-4,1.1
Cc1cc(C)c2sc(N)nc2c1,-4,0,0,0,6,1,i,-11,1.1
CC[C@@]12C(=O)N(c3ccccc3)C(=O)N1[C@H](c1ccc(Br)cc1)[C@@H]1C(=O)N(C(C)(C)C)C(=O)[C@@H]12,9,-1,13,-1,-5,-1,i,-3,0.5

# Reformatted with two lines to a compound: 5 of the compounds above.
# Each structure is followed by: PABP1 MLLE inh | Rin1 Abl inh | FAS-TE inh | MsrA act | eLon inh | MT1-MMP act inh | Rpn11 block | CSN inh | MsrA inhibitor
> Cc1sc2ncn(CC(=O)NCCCC(=O)N3CCC(C(N)=O)CC3)c(=O)c2c1C
    1 | 4 | -4 | -2 | 1 | 1 | i | -4 | 0.0
> COc1ccc(/C(N)=N/O)c(OC)c1
    2 | -2 | -17 | -10 | 8 | 2 | i | -3 | -0.3
> CCCN1CNC(=S)N(c2ccccc2C)C1
    -73 | -4 | -3 | 0 | 3 | 0 | i | -7 | -0.4
> Cc1nn(-c2ccccc2)c(C)c1CNC(=O)c1ccc(S(=O)(=O)NCc2ccco2)cc1
    8 | 1 | 10 | -2 | -4 | 0 | i | -4 | -0.2
> CC(C)CC1=NN(C(=O)c2ccncc2)C(O)(C(F)(F)F)C1 (stereo not given)
    13 | 1 | -7 | -3 | -3 | -1 | i | 4 | 0.3

# An unsorted share of the library; 3.7% or so of the library scored in one or more.
